PostGolgi ctrl – yeast control strain growth, post-Golgi counter-screen | efflux-deficient yeast background strain, growth absorbance A615, 16 h | inhibition, % at 10 µM | hit rate 5% among 98,000 | AID 738
DAT uptake mod – changed human dopamine transporter uptake under cocaine IC80; Q01959; B-score at 10 µM; LLC-PK1 hDAT cells, [14C]-dopamine uptake with cocaine IC80; actives deviate in either direction; AID 449768; hit rate 1.3% among 110,000;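 active means Z score or B-score, a plate-position-corrected score, falls beyond the plate's 99.7% confidence bounds, in either direction; inactive means both scores lie inside the 99.7% bounds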;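 further: scored against the spread of the other compound wells on the same plate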
PTPN22 act – LYP (human) phosphatase activation | AID 697 | Q9Y2R2 | hit rate 0.11% among 96,000 | activation, % at 2 µM | recombinant LYP, DiFMUP fluorescence; 0 = plate median, 100 = signal doubled;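 active means activation at 2 µM above a set limit, the mean plus 5 SD, cut at about 37% in these data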
LYP inh 2 – blocks human PTPN22 phosphatase activity; Q9Y2R2; recombinant LYP catalytic domain, DiFMUP fluorescence; inhibition, % at 2 µM; hit rate 0.21% among 96,000; AID 640;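 active means inhibition at 2 µM at or above a set limit, the screen mean plus 3 SD, cut at about 24% in these data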;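 further: 0% = DMSO with enzyme and 100% = enzyme fully blocked by orthovanadate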
CYP2C9 inh – blocks human cytochrome P450 2C9; P11712; CYP2C9 Supersomes, luciferin-H conversion, luminescence; inhibition, % at 5 µM; hit rate 20% among 96,000;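 active means blocking of liver enzyme CYP2C9 beyond about 50% at 5 µM, limit read from the data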; further: values of inactives mirror those of a sister screen read the other way
E coli WT exp – growth inhibitors of E. coli BW25113 wild type; OD600 absorbance; growth inhibition, % at 100 µM; hit rate 0.15% among 98,000;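 active means growth inhibition above about 50% at one test dose, limit read from the data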;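 further: growth measured after 20 h incubation at 37 °C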
Pyk2 oligo antag – blocks oligomerization of human Pyk2 in cells; Q14289; Q293 cells, Pyk2 FERM NanoBiT luminescence; stronger effect = lower value; z-score (the deposit names both 25 µM and 10 µM); hit rate 0.83% among 99,000; AID 1347419;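 active means Z-score of -3 or lower, scaled per plate to the spread of control and sample wells; inactive means z-score above -3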;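 further: negative z-score means lost luminescence so less FERM oligomerization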
Target sequence (Q14289 whole entry, looked up): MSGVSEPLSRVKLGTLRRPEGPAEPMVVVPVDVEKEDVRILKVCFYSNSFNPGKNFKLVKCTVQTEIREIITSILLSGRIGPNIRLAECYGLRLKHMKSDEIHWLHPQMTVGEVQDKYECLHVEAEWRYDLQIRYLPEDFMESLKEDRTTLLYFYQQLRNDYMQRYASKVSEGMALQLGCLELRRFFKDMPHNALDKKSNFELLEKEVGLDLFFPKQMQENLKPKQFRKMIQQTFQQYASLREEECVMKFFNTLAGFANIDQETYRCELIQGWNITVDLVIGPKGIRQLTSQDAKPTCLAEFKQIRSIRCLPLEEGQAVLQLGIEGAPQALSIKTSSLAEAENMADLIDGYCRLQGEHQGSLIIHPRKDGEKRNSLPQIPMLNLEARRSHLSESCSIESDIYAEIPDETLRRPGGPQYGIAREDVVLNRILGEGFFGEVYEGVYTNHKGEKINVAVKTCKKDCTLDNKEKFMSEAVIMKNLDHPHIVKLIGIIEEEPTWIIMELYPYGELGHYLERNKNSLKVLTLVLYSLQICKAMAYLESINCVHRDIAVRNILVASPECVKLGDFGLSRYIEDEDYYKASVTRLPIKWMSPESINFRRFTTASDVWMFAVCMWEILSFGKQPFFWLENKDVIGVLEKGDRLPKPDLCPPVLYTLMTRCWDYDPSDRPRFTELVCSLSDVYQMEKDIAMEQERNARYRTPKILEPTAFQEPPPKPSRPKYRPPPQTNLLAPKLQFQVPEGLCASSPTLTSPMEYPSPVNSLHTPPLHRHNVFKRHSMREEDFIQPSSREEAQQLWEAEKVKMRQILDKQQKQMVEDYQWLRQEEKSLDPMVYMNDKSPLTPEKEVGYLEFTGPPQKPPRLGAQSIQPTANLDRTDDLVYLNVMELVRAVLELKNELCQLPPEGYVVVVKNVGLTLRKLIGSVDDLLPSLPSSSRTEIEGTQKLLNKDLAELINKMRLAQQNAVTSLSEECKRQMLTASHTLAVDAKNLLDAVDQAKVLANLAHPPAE
CYP2C9 activ – increases human cytochrome P450 2C9 activity; hit rate 1.4% among 96,000; AID 1024; activation factor at 5 µM; recombinant CYP2C9, luciferin-H conversion, luminescence; stronger effect = higher value; factor 1 = untreated enzyme, 0 = blocked; P11712;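 active means activation factor of 2 or more for CYP2C9 at a 5 µM dose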;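 further: 0 = sulfaphenazole-blocked wells and 1 = vehicle-only wells; values of inactives mirror those of a sister screen read the other way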
PostGolgi yeast – growth inhibition of a yeast mutant, post-Golgi transport screen; post-Golgi transport phenotypic cell assay; inhibition, % at 10 µM; hit rate 0.9% among 98,000; AID 739;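 further: yeast cells grown in 1536-well plates; yeast grown about 18 h at 30C before absorbance read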
Numbers without * were called inactive; · = not tested or not shown. Unless noted, no stated cut-off is given here; in the data, active means inhibition above about 30%; inactive means the rest.

SMILES	PostGolgi ctrl	DAT uptake mod	PTPN22 act	LYP inh 2	CYP2C9 inh	E coli WT exp	Pyk2 oligo antag	CYP2C9 activ	PostGolgi yeast
O=C(NC1CCCCC1)NC1CC2CCC(C1)N2C(=O)NC1CCCCC1 (centres undefined)	-3	-0.61	2	-3	13	-3	·	0.9	6
COc1cc(C2c3sc(=O)[nH]c3SC3C4CCC(C4)C23)ccc1O (centres undefined)	19	-0.098	0	-2	53*	2	-1.1	0.5	5
CC(C)c1nc(SCC(=O)Nc2cccc(S(N)(=O)=O)c2)n[nH]1	19	0.45	8	-8	12	-5	-0.67	0.9	0
CCCN(Cc1cc2ccc(C)cc2[nH]c1=O)C(=O)c1cccnc1	9	-0.52	-3	9	-17	2	-0.29	1.2	7
Cc1ccc(S(=O)(=O)N2CCN(c3nc(C)nc4sc(C)c(C)c34)CC2)cc1	9	-0.97	4	-6	-3	4	·	1	3
O=C(CN1CCCCC1)N1c2ccccc2CCc2ccccc21	-11	0.33	4	-6	-17	-2	-1.2	1.2	-3
Cn1c(SCC(=O)CC(=O)Nc2ccccc2)nnc1-c1ccc(O)cc1	·	0.038	9	-8	·	·	-0.66	·	·
CN1CCc2c(sc3c2C(=O)NC(c2cccs2)N3)C1 (centres undefined)	3	-0.27	-4	1	-4	4	0.95	1	8
CCOC(=O)c1nnn(-c2nonc2N)c1CSc1ccccn1	8	-1.2	-18	18	56*	-8	-0.39	0.4	-6
CC(C)n1nnnc1C(c1ccc(F)cc1)N1CCN(C2CCCC2)CC1 (centres undefined)	-3	-0.34	·	·	-10	5	0.13	1.1	2
CCOc1ccccc1N1CCN(Cc2ccc(OC)c(OC)c2)CC1	-1	0.23	·	·	-19	-4	0.26	1.2	0
O=C(CSc1ncccn1)Nc1ccccc1	4	0.67	·	·	-3	6	0.7	1	2
O=[N+]([O-])/C(=C\Nc1ccccc1Cl)S(=O)(=O)c1ccccc1	-2	-0.36	10	-8	10	3	-0.11	0.9	2
CCOC(=O)N1CCN(C(=O)c2ccc3nc(N4CCCCC4)sc3c2)CC1	6	1.4	5	-5	15	-7	0.52	0.8	-2
COCCNC(=O)c1c(N)n(CCC2=CCCCC2)c2nc3ccccc3nc12	17	0.81	-3	4	96*	-6	0.3	0	11

Molecules above with two or more sulfur atoms (4):
SMILES	PostGolgi ctrl	DAT uptake mod	PTPN22 act	LYP inh 2	CYP2C9 inh	E coli WT exp	Pyk2 oligo antag	CYP2C9 activ	PostGolgi yeast
COc1cc(C2c3sc(=O)[nH]c3SC3C4CCC(C4)C23)ccc1O (centres undefined)	19	-0.098	0	-2	53*	2	-1.1	0.5	5
CC(C)c1nc(SCC(=O)Nc2cccc(S(N)(=O)=O)c2)n[nH]1	19	0.45	8	-8	12	-5	-0.67	0.9	0
Cc1ccc(S(=O)(=O)N2CCN(c3nc(C)nc4sc(C)c(C)c34)CC2)cc1	9	-0.97	4	-6	-3	4	·	1	3
CN1CCc2c(sc3c2C(=O)NC(c2cccs2)N3)C1 (centres undefined)	3	-0.27	-4	1	-4	4	0.95	1	8

(list continues)
SMILES	PostGolgi ctrl	DAT uptake mod	PTPN22 act	LYP inh 2	CYP2C9 inh	E coli WT exp	Pyk2 oligo antag	CYP2C9 activ	PostGolgi yeast
O=C(Nc1ccc(Cl)cc1)C(c1ccccc1)N(CCO)CCO (centres undefined)	5	-0.43	7	-4	66*	-3	0.6	0.3	0
Cc1nnc(SCC(=O)N2CCc3ccccc3C2)s1	1	0.53	0	-1	0	-1	0.62	1	-8
CC1CCC(NC(=O)CC(C)(C)Cc2nc3ccccc3c(=O)[nH]2)CC1 (centres undefined)	11	1.6	25	-28	45	11	-0.25	0.6	-13
O=C(NCc1ccncc1)c1ccc(Br)o1	-14	0.081	·	·	28	-3	1.6	0.7	-5
COc1ccc(NC(=O)c2cc(-c3cccnc3)nc3ccc(C)cc23)cc1OC	4	-0.59	-1	4	1	-12	-0.26	1	7
COc1ccc2nc(SCC(=O)N3CCCCCC3)c(C#N)cc2c1	32*	0.34	8	-10	38	-8	-1.8	0.6	-13
c1ccc(Oc2cnc3ccccc3n2)cc1	1	0.51	-2	6	2	5	-0.54	1	-1
Cc1noc(C)c1S(=O)(=O)N1CCC(C(=O)Nc2ccccn2)CC1	-3	-1.5	12	-11	22	-3	-0.45	0.8	11
Brc1cccc(-c2nnc3sc(CNC4CCCC4)cn23)c1	-6	0.68	-1	-2	12	-3	·	0.9	3
Cc1nc2sc3c(c2c(=O)o1)CCCC3	0	-1.2	0	-3	14	11	1.6	0.9	10
Cc1cc(C(F)(F)F)n2ncc(C(=O)O)c2n1	-8	0.17	2	-4	-99	-6	·	2*	-2
Brc1ccc2ncnc(Nc3cccc4ccccc34)c2c1	25	1.3	4	0	59*	-17	-0.66	0.4	1
CC1Cn2c(nnc2-c2cccs2)S1 (centres undefined)	·	-1.4	-1	1	·	·	-0.31	·	·
CC(=O)Nc1ccc(NC(=O)C(C)n2nc([N+](=O)[O-])c(Br)c2C)cc1 (centres undefined)	16	1.2	15	-12	7	5	0.4	0.9	1
CCCCN(C)c1nc(-c2ccco2)c2c(c1C#N)CC(C)(C)OC2	15	-0.35	-6	4	32	1	·	0.7	-8
COc1ccccc1N1CCN(C(=O)CCCCn2c(=O)[nH]c3ccsc3c2=O)CC1	3	-0.33	-5	4	31	2	·	0.7	-7
CC1CCCN(C(=O)C(C)Sc2nc(-c3ccccc3)cc(C(F)(F)F)n2)C1 (centres undefined)	26	0.99	3	-3	60*	-15	-0.38	0.4	-6
CCOC(=O)c1sc(NC(=O)c2ccco2)nc1C	·	0.087	·	·	7	·	-0.47	0.9	·
Cc1nn(CC(=O)NCc2ccccc2)c(=O)c2ccccc12	0	-0.97	14	-17	-169	1	-0.47	2.7*	0
O=C1CSC(c2ccc3c(c2)OCO3)N1c1ccc(Oc2ccccc2)cc1 (centres undefined)	28	-0.31	-2	5	60*	-4	-2	0.4	-14
COc1ccc(NC(=O)C2CC(=O)N(C(C)C)C2)cc1 (centres undefined)	10	1.1	11	-12	-10	4	0.07	1.1	0
O=C(Nc1nc(-c2ccccn2)cs1)c1ccc(Br)s1	6	1.2	-11	13	43	19	-0.96	0.6	18
COc1cc(C(=O)Nc2ccc(S(=O)(=O)NC(C)(C)C)cc2)cc(OC)c1OC	5	-0.54	8	-5	46	23	-0.13	0.5	-14
COc1ccc(CCNC(=S)Nc2cc(C)cc(C)c2)cc1	16	0.85	3	-1	-44	-19	-0.05	1.4	3
N#CC1=C(N)Oc2c(ccc3cccnc23)C1c1cccnc1 (centres undefined)	1	·	·	·	·	9	-0.06	·	2
C#CCNc1c(C)c(C)nc2ncnn12	6	0.34	-15	18	-26	-2	0.08	1.3	3
O=C(c1ccccc1)c1nc[nH]c1C(=O)Nc1ccccc1	15	-0.32	-8	10	9	-1	-1.3	0.9	-3
O=C(NCc1ccc2c(c1)OCO2)C1CC(c2ccc(Cl)c(Cl)c2)=NO1 (centres undefined)	0	-0.24	-10	11	8	-3	0.21	0.9	5
CC1CN(S(=O)(=O)c2ccc(NC(=O)CCCN3C(=O)c4ccccc4C3=O)cc2)CC(C)O1 (centres undefined)	4	-0.45	1	-2	50*	-4	0.31	0.5	-4
Cc1cccc(C)c1NC(=O)C(NC=O)c1ccc(N(C)C)cc1 (centres undefined)	3	0.21	3	-4	60*	-1	0.13	0.4	-6
COC(=O)c1ccc2c(=O)n(CCO)c(=S)[nH]c2c1	-3	0.13	3	-5	5	2	2.4	0.9	9
COc1cc(-n2nc(C)c3c2OC(N)=C(C#N)C3c2ccccc2)c(Cl)c(Br)c1O (centres undefined)	8	-1	3	-5	99*	-10	-2	0	-16
CC(=O)c1cccc(NC(=O)C(OC(=O)/C=C/c2ccc3c(c2)OCO3)c2ccccc2)c1 (centres undefined)	-2	0.58	-3	1	95*	-19	0.55	0.1	-7
Cc1nnc(SCC(=O)NCC2CCCO2)n1-c1ccccc1 (centres undefined)	-5	0.028	·	·	2	-2	0.94	1	-2
Cc1cc(-n2c(SCC(=O)NCc3cccs3)nc3n[nH]c(C)c3c2=N)ccc1Cl	16	0.11	0	-2	26	-11	-0.64	0.7	-2
Cn1ncc([N+](=O)[O-])c1C(=O)Nc1ccc(-c2nc3ccccc3[nH]2)cc1	-8	0.14	-2	7	41	25	-1.1	0.6	0
CCOc1ccc(NC(=O)CSc2nnc(C)n2CC2CCCO2)cc1 (centres undefined)	-4	1.6	-17	16	0	-5	1.5	1	-3
Cc1cc(C(=O)N/N=C/c2cccc(OC(=O)c3ccco3)c2)n[nH]1	18	-0.22	4	-1	16	-4	0.64	0.8	8
O=C(CN1CCC(n2nnc3cc(F)ccc32)CC1)Nc1ccccc1N1CCOCC1	11	1.7	-12	10	85*	2	-0.75	0.1	10
Cc1cc(=O)oc2cc(OCC(=O)NCc3cccnc3)ccc12	2	1.1	-9	8	2	3	-0.49	1	-9
Cc1ccc(NC(=O)c2cc(NC(=O)CCCC(=O)O)ccc2Cl)cc1Cl	-3	0.29	3	2	48	10	-0.42	0.5	-1
CC1CCC2(CC1)N=C(N)Nc1nc3ccccc3n12 (centres undefined)	6	0.0029	13	-11	8	14	-0.41	0.9	2
CCCCCCn1c(CN2CCCCC2CC)nc2c1c(=O)n(C)c(=O)n2C (centres undefined)	23	1.3	·	·	18	-5	·	0.8	5
COc1ccc(C2CC(=O)N3CN(c4ccc(C)c(Cl)c4)CSC3=C2C#N)cc1 (centres undefined)	9	0.62	-8	6	98*	14	·	0	9
COc1ccc(OC)c(-c2nnc(-c3ccc(C)o3)o2)c1	6	0.58	4	-1	1	3	0.06	1	-4
Cc1nc2ccc(NC(=O)Cc3ccsc3)cc2s1	7	0.18	4	-4	20	7	-0.28	0.8	2
CSc1nc(-c2ccco2)nn1S(=O)(=O)c1ccc(C)cc1	0	-0.54	·	·	70*	1	·	0.3	-9
CCN(CC(=O)NC(c1ccccc1)c1ccccc1)Cc1nc2ccccc2c(=O)[nH]1	6	0.28	2	-2	49	-2	-0.6	0.5	-8
CNc1ccccc1-n1ccc(-c2ccccc2)n1	0	-0.49	3	0	29	6	0.48	0.7	-9
O=C(CCCC(=O)N(CC(=O)NC1CCCC1)Cc1ccc2c(c1)OCO2)Nc1ccccn1	27	0.19	7	-10	60*	0	1.1	0.4	-13
CC(C)CNS(=O)(=O)c1ccc(C(=O)Nc2ccc3c(c2)OCCO3)cc1	9	-0.11	-5	3	10	1	-1.2	0.9	-4
CCN1C(=O)S/C(=C\c2ccc(N3CCOCC3)cc2C)C1=O	35*	0.63	6	-1	-2	-4	-0.37	1	8
Cc1[nH]c2ccccc2c1/C=C(\C#N)S(=O)(=O)c1ccccc1	0	0.81	-6	8	67*	-6	-2.9	0.3	10
COc1ccc(NC(=O)c2ccc(-n3nc(C)cc3C)cc2)cc1OC	14	0.079	-5	7	-18	4	-0.6	1.2	-1
Cc1ccc(C2SCC(=O)N2Cc2cn3ccsc3n2)o1 (centres undefined)	-2	1.4	4	-4	-12	6	-1.3	1.1	-6
O=C1CC(c2cccnc2)c2cc3c(cc2N1)OCCO3 (centres undefined)	-3	0.59	·	·	8	9	·	0.9	-3
CCCc1ccc(-c2cc(C(=O)NCCc3ccc(S(N)(=O)=O)cc3)c3ccccc3n2)cc1	5	0.057	-13	16	98*	4	-1.1	0	14
O=C(CCc1nc(-c2ccccc2)no1)NCC1CCCO1 (centres undefined)	5	·	5	-4	-16	3	1.7	1.2	-1
COc1c(Cl)cc(Cl)cc1CNCCNCCO	-1	-0.92	3	1	7	6	1.8	0.9	1
COc1ccc(NC(=O)CSc2nc(NS(=O)(=O)c3ccccc3)cc(=O)[nH]2)cc1	13	0.044	-2	2	17	-5	-0.28	0.8	4
CCOc1ccc(CNC(=O)C2CCN(S(=O)(=O)CC)CC2)cc1OC	-8	-0.19	7	-4	-4	7	0.67	1	7
CCOC(=O)c1c(-c2ccccc2)nc2cc(C)ccn12	14	0.76	12	-9	12	7	-1.3	0.9	-9
